Bioassay records deposited in PubChem BioAssay by National Center for Advancing Translational Sciences (NCATS).
AMA1 RON2 block = disrupts binding of P. falciparum AMA1 to RON2; AlphaScreen AMA1-biotinylated RON2 peptide binding; hit rate 0.2% among 360,000; Potency, µM (doses to about 58.2 µM), for inactives: at the top dose activity change, negative = inhibition, actives largely listed as inhibitors;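 note: potency is the fitted concentration of half-maximal effect; 0% = vehicle wells and -100% = peptide control; nearly all actives have a fitted effect of over 45% in size; some results filed as inactive show a strong effect at the top dose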
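AMA1 (3D7) with his tag at 25 nM final met compounds first, then biotinylated RON2 peptide at 25 nM; detection used donor plus acceptor beads, 10 µg/mL apiece, read by AlphaScreen after 30 min at room temperature.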
AmpC inh no detg = blocks E. coli AmpC beta-lactamase in detergent-free assay; P00811; AmpC nitrocefin hydrolysis, absorbance 480 nm, 0.0001% Triton; Potency, µM (series often up to 57.1 µM), inactives show at the highest dose activity change, negative = inhibition, most hits filed as inhibitors; hit rate 0.52% among 330,000; AID 485341;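 note: potency is the fitted concentration of half-maximal effect; plate controls were no compound for no effect and no enzyme for full effect; nearly all actives have a fitted effect of over 20% in size; some results filed as inactive show a strong effect at the top dose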
Target sequence (P00811 whole entry, looked up): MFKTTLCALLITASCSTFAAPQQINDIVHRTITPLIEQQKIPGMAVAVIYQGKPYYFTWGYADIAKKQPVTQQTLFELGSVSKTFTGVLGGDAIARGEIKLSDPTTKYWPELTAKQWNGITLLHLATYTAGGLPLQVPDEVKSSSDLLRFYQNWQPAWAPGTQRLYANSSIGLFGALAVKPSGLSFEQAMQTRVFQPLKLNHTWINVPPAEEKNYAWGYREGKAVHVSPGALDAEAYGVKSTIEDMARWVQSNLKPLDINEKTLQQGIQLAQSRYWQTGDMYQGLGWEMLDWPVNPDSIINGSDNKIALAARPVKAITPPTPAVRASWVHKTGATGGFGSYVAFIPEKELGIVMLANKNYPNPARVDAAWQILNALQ
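20 mM phosphate pH 7.0 + 0.01% (detergent screen) or 0.0001% Triton X-100; 5.3 nM AmpC reagent; cpd preinc 15 min RT; nitrocefin (800 uM stock) to start; A480 q20 s × 4 min; Activity was normalised to no-enzyme and no-compound control wells.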
HCMV inh = blocks human cytomegalovirus replication; HFF cells, HCMV-luciferase reporter, 72 h; hits give low values; activity change, negative = inhibition, % at 57.5 µM; hit rate 4.5% among 410,000; in the data active = activity change below about -60%; inconclusive = no clear call, values can overlap the other calls; inactive = above about -39%
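Cell-based, HFFs, 1000 cells/well, 16 h 37C; cpds in DMSO + HCMV-luc, MOI 1 PFU/cell; 72 h 37C; OneGlo luminescence after 5 min RT; norm. to buffer vs Salinomycin 10uM.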
Tb PYK inh = inhibitors of Trypanosoma brucei pyruvate kinase; Q57TT1; TbPYK enzyme, Kinase-Glo Plus ATP luminescence, 45 min; Potency, µM (top dose mostly 76.8 µM), for the others: at the highest dose activity, negative = inhibition, usual class: inhibitors; hit rate 0.12% among 410,000; AID 624173; note: potency is the fitted concentration of half-maximal effect; nearly all actives have a fitted effect of over 50% in size
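ADP (130 uM final) triggers the TbPYK reaction after compound addition; incubation is 45 min at room temperature. Kinase-Glo Plus is then added and luminescence imaged. Normalized data are fitted to concentration-effect curves.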
LmPK inh = blocks Leishmania mexicana pyruvate kinase activity; Q27686; purified LmPK, Kinase-Glo ATP luminescence, 1 h; Potency, µM (highest dose often 57.5 µM), for the others: at the highest dose activity change, negative = inhibition, hits mostly inhibitors; hit rate 0.37% among 290,000; note: potency is the fitted concentration of half-maximal effect
Target sequence (Q27686 whole entry, looked up): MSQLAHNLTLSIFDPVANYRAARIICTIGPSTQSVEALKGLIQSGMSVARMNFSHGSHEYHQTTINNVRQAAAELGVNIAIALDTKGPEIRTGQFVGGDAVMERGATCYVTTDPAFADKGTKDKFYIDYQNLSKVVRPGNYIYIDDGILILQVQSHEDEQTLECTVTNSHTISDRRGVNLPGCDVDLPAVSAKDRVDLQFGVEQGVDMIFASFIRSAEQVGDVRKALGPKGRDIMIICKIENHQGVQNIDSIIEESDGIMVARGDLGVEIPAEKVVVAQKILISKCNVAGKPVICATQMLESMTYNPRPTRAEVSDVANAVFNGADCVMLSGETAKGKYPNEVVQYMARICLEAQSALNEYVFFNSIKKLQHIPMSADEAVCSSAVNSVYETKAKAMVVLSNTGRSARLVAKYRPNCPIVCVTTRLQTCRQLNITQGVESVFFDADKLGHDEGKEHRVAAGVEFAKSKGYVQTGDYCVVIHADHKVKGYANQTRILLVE
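In 50 mM imidazole pH 7.2 with 7 mM MgCl2, LmPK (0.1 nM) turned over PEP (0.5 mM) and ADP (0.1 mM) for 1 h at room temperature. Luciferase read-out of ATP.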
HCV inh = blocks hepatitis C virus | Huh7.5.1 HCVcc-Cre infection, luciferase reporter, 44 h | AID 651820 | Potency, µM (highest dose often 41.8 µM), without a hit: at the highest dose activity change, negative = inhibition, hits mostly inhibitors | hit rate 3.4% among 340,000; note: potency is the fitted concentration of half-maximal effect
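Reporter virus HCVcc-Cre (~0.5 moi) infects cells exposed to compound; seeding density 1,000 cells/well with 4 h settling beforehand. Luminescence, 15 sec read, taken 44 h post-infection following a 15 min RT substrate incubation.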
AmpC inh detg = inhibitors of E. coli AmpC beta-lactamase with detergent; Potency, µM (top dose mostly 114 µM), without a hit: at the top dose activity change, negative = inhibition, usual class: inhibitors; AmpC hydrolysis of nitrocefin, absorbance 480 nm, 0.01% Triton; AID 485294; hit rate 0.041% among 370,000;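 note: potency is the fitted concentration of half-maximal effect; 0% = no-compound wells and -100% = no-enzyme wells; nearly all actives have a fitted effect of over 25% in size; some results filed as inactive show a strong effect at the top dose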
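AmpC (5.3 nM in the dispensed reagent) in 20 mM phosphate pH 7.0 with 0.01% (detergent screen) or 0.0001% Triton X-100 was preincubated with compounds for 15 min at room temperature. Nitrocefin was then added from an 800 uM solution, and hydrolysis was followed at 480 nm.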
* = called active by the depositor; ? = inconclusive; / = not tested or not shown; & = joins results of further samples; [ ] = remark or other dose. Unless noted, calls come from the whole dose curve; as a rule, active = well fitted curve in the direction sought with a large enough effect; inconclusive = small, poorly fitted or top-dose-only effect, or another doubt; inactive = no such curve, though single readings can be large; an effect the other way counts as inactive or inconclusive. Unless noted, % is set by controls: 0 for no effect and ±100 for the full control effect.

SMILES | AMA1 RON2 block | AmpC inh no detg | HCMV inh | Tb PYK inh | LmPK inh | HCV inh | AmpC inh detg
O=C(CSc1nnc(-c2ccc3c(c2)OCO3)o1)Oc1ccccc1 | / | / | 13 | -3% | / | / | 23%
Cc1noc(C)c1Cn1nc(C(=O)O)c2ccccc2c1=O | 2% | 2% | -6 | -5% | -1% | -5% | ?
Cc1ccc(C(=O)N/N=C/c2ccc(-c3cccc(C(F)(F)F)c3)o2)cn1 | -12% | 115%[activator] | ? | -1% | 0% | ? | 2%
O=C(Cn1ccc(C(F)(F)F)n1)NNC(=O)c1cccnc1 | 96%[activator] | 0% | ? | 0% | -1% | -6% | -15%
Brc1cc(-c2ccccc2)nc(-c2ccccc2)n1 | -5% | / | 25 | -1% | / | 11µM* | /
Cc1sc2ncn(CC(=O)NCC(=O)N3CCN(c4ccc(F)cc4)CC3)c(=O)c2c1C | -13% | -1% | -11 | 0% | -1% | -22% | -2%
CCN(CC)S(=O)(=O)c1cccc(NC(=O)c2cccc(S(=O)(=O)N3CCCC3)c2)c1 | -7% | -26% | -9 | -8% | / | ? | 4%
CSc1nsc(SCC(=O)N2CCc3ccccc32)n1 | -3% | -21% | -38 | -3% | -8% | 0% | 0%
CCc1nnc(NC(=O)CCC(=O)Nc2ccc(OC)cc2OC)s1 | 16% | -4% | 18 | 0% | -3% | 12% | -13%
CCN(CC)CCNC(=O)C(=O)NCC(c1cccnc1)N1CCN(c2ccc(F)cc2)CC1 (stereo not drawn) | / | / | 8 | -5% | / | / | -1%
COc1nc2c(C)cccc2cc1-c1noc(-c2ccco2)n1 | 0% | -26% | 129 | 3% | 5% | 22% | -14%
CCCCc1nc2n[nH]c(N)c2c2c1CSC(C)(C)C2 | -7% | -17% | 68 | -6% | 7% | -18% | 4%
Cc1cc(C)c2c(N)c(C(=O)NCc3ccco3)sc2n1 | 7% | -27% | 0 | -15% | -2% | -16%&-6% | -1%
O=C(CCCC(=O)N(CC(=O)NC1CCCC1)c1ccc(F)c(Cl)c1)Nc1ccccn1 | 7% | 76%[activator] | 35 | -3% | 7% | 2% | -11%
O=C(c1ccncc1)N1N=C(C2CCCCC2)CC1(O)C(F)(F)F (stereo not drawn) | 63%[activator] | -21% | ? | -2% | 1% | 1% | ?
COc1ccc(CNC(=O)C(c2ccc(C)cc2)N(Cc2cccs2)C(=O)c2ccc3c(c2)OCCO3)cc1 (stereo not drawn) | 13% | -16% | ? | 4% | 0% | 11µM* | ?
Cc1ccc(C)c(S(=O)(=O)Nc2ccc3scnc3c2)c1 | 1% | -15% | -29 | -21% | 1% | ? | 0%
Cc1cc(OC(F)F)ccc1NC(=O)Nc1ccc2c(c1)OCO2 | -2% | 2% | -2 | -23% | -2% | -1% | 2%
O=C(NC1CCCCC1)c1ccc2c(c1)N(Cc1cccc(F)c1)C(=O)c1ccccc1S2 | / | / | 16 | 0% | / | / | -6%
Nc1nc(SCc2ccccc2)c2ncn(C3CCCO3)c2n1 (stereo not drawn) | -3% | / | 5 | -2% | / | -22% | /
CCOc1cc(Br)c(/C=C2/C(=O)N(C)C(=S)N2CC(=O)OC)cc1OC | 2% | 14% | -35 | -1% | 0% | -3% | -7%
c1ccc(OCc2nnc3sc(-c4cccs4)nn23)cc1 | 14% | -9% | 2 | -33% | -3% | -24% | ?
Cc1ccc(C2=NNC(C(O)C(O)C(O)C(O)CO)S2)cc1 (stereo not drawn) | 42%[activator] | -2% | 2 | -7% | 4% | 16% | -8%
O=C(Cn1cnc2nc3c(cc2c1=O)CCCC3)N1CCN(c2ccccc2)CC1 | / | / | 8 | 2% | / | / | 16%
Cc1cc(C)c2oc(C(=O)Nc3c(C(=O)Nc4ccccc4)oc4ccccc34)cc(=O)c2c1 | / | / | 8 | 2% | / | / | -5%
Cc1cc(C)nc(NC(=O)CSc2nnnn2-c2ccccc2)n1 | 0% | -5% | 20 | -7% | -2% | 7% | -10%
CCO[C@@H]1OC(C(=O)N2CCN(Cc3ccc4c(c3)OCO4)CC2)=C[C@H](c2ccc3c(c2)OCO3)[C@H]1CCCO | -1% | 175%[activator] | 1 | -5% | 7% | 2% | 6%
S=c1nc(C2CCCCC2)[nH]c2ccccc12 | 50%[activator] | -17% | -7 | -6% | 3% | 14% | -1%
Cc1cccc(C(=O)Nc2c(-c3ccc(F)cc3)nc3ccccn23)c1 | / | / | -19 | -10% | / | / | 3%
COc1ccc(C(OC(=O)c2c(C)noc2C)C(=O)NC2CCCC2)cc1 (stereo not drawn) | 5% | -24% | 45 | 2% | -11% | 3% | 2%
CN1CCN([C@@H]2CS(=O)(=O)N[C@H]2COCc2ccccc2)CC1 | 12% | / | -5 | -2% | / | / | /
Cc1ccc(Cl)cc1N1CCN(C(=O)c2cc(S(=O)(=O)N3CCCC3)c[nH]2)CC1 | / | / | 16 | 3% | / | / | -5%
COc1ccccc1-n1c(SCC(=O)Nc2cccc3ccccc23)nc(O)cc1=O | 5% | -20% | -20 | -1% | 7% | 10% | -3%
COC(=O)c1c(NC(=O)c2ccc(C(=O)c3ccccc3)cc2)sc2c1CC(C)(C)NC2(C)C | -18% | / | -14 | 2% | / | / | /
COC(=O)CSc1nc2ccc(C)cc2[nH]1 | 5% | -11% | 55 | -5% | -8% | 3% | -2%
Cc1cccc(Cl)c1NNC(=O)Nc1c([N+](=O)[O-])c(C)nn1C | 5% | -3% | 66 | -1% | 1% | -8% | 4%
O=C(c1ccccc1)c1nnc(-c2ccccc2F)o1 | -4% | -18% | 23 | -25% | 14µM* | 7% | -5%
CCn1c(SC(C)C(=O)Nc2nccs2)nnc1-c1ccncc1 (stereo not drawn) | -9% | -22% | 7 | 7% | 0% | 10% | 10%
Cc1ccc(C(=O)CCC(=O)N(C)CC(=O)Nc2c(Cl)cccc2Cl)cc1 | 0% | -13% | -31 | 0% | 1% | -24% | 2%
CCOP(=O)(OCC)c1cc(C)c(O)c(C(C)(C)C)c1 | 2% | 61%[activator] | -23 | -22% | 0% | -16% | 0%
Cc1ccc(S(=O)(=O)Nc2ccc3c(c2)nc(CCN2CCCCC2)n3C)cc1 | 19% | 30% | -7 | -3% | 1% | -12% | 5%
Cc1noc(C)c1S(=O)(=O)Nc1ccc(C(=O)N2CCc3ccccc3C2)cc1 | -14% | -10% | 1 | -3% | 5% | 15% | -11%
CC(O)[C@H]1CNCCN1CC1(c2ccccc2)CC1 (stereo partly drawn) | 24% | -21% | 13 | -9% | / | 21% | ?
CC(Cc1ccccc1)NC(N)=O (stereo not drawn) | 0% | -8% | 4 | -1% | 2% | 11% | 3%
Cc1ccc(C(=O)NC(=S)N2CCN(c3cc(C)ccc3C)CC2)cc1 | 83%[activator] | -10% | -40 | 1% | -3% | -13% | -5%
COc1ccccc1Cn1c(C)c(C(=O)NCCC#N)sc1=O | 0% | / | 57 | 7% | / | / | /
Cc1nc2cc(CC(=O)O)ccc2o1 | 0% | -4% | -15 | -2% | 0% | 12% | -8%
CCC(=NCc1ccc2c(c1)OCO2)c1c(O)n(C)c(=O)n(C)c1=O | ? | 13% | -66* | -2% | -1% | ? | ?
CC1CCc2c(C(=O)NCCCN3CCOCC3)csc2C1 (stereo not drawn) | 5% | 60% | -3 | -8% | 0% | ? | 9%
CC(=O)C1=C(OC(=O)C(C)C)c2ccccc2S(=O)(=O)N1Cc1ccccc1 | / | / | 0 | 4% | / | / | 18%
(further entries)
SMILES | AMA1 RON2 block | AmpC inh no detg | HCMV inh | Tb PYK inh | LmPK inh | HCV inh | AmpC inh detg
Cc1c(C(=O)Nc2ccc(OCc3ccccc3)cc2)cccc1[N+](=O)[O-] | 7% | -15% | -3 | 1% | 4% | / | 4%
O=C(NNc1c(F)c(F)cc(F)c1F)c1ccco1 | 4% | -9% | -16 | 3% | / | -4% | /
Cc1cccc2cc(C3CC(c4cccs4)=NN3C(=O)CCC(=O)O)c(Cl)nc12 (stereo not drawn) | 2% | -29% | -4 | -16% | 1% | 5% | -2%
CC(C)Cn1cnc2c1c(=O)n(CC(=O)O)c(=O)n2Cc1ccccc1 | 14% | -9% | -3 | -2% | 2% | 3% | -2%
Oc1ccc(-c2csc(-c3cccnc3)n2)c(O)c1 | 21% | -7% | 42 | -8% | -7% | ? | -21%
NC(=O)C1=C[C@H](c2csc3ccccc23)C[C@H](OCc2ccc(CO)cc2)O1 | -4% | 157%[activator] | 34 | -2% | 10% | -8% | -4%
CC(=O)C(=Nc1ccccc1Cl)NNc1ccc(Cl)cc1 | 20µM* | -27% | 5 | -4% | 5% | ? | -4%
COc1ccc(Cl)cc1N(C(C)C(=O)O)S(C)(=O)=O (stereo not drawn) | -3% | -8%[2.29 µM] | 41 | 8% | -2% | 20% | -2%
CC(=O)c1cccc(NC(=O)N2CCCC2C(=O)NC2CCCC2)c1 (stereo not drawn) | -15% | -18% | 19 | -1% | -4% | 4% | 2%
O=C(CN1CCCC1)NCC12CC3CC(CC(C3)C1)C2 | 8% | 15% | 86 | 3% | -4% | -3% | ?

Full records, quoted from the list. Order of screens: AMA1 RON2 block | AmpC inh no detg | HCMV inh | Tb PYK inh | LmPK inh | HCV inh | AmpC inh detg
Results for O=C(c1ccncc1)N1N=C(C2CCCCC2)CC1(O)C(F)(F)F (stereo not drawn) = 63%[activator] | -21% | ? | -2% | 1% | 1% | ?
Results for Cc1noc(C)c1S(=O)(=O)Nc1ccc(C(=O)N2CCc3ccccc3C2)cc1 = -14% | -10% | 1 | -3% | 5% | 15% | -11%
Results for O=C(NNc1c(F)c(F)cc(F)c1F)c1ccco1 = 4% | -9% | -16 | 3% | / | -4% | /
Results for COC(=O)c1c(NC(=O)c2ccc(C(=O)c3ccccc3)cc2)sc2c1CC(C)(C)NC2(C)C = -18% | / | -14 | 2% | / | / | /

The list goes on:
SMILES | AMA1 RON2 block | AmpC inh no detg | HCMV inh | Tb PYK inh | LmPK inh | HCV inh | AmpC inh detg
CC(=O)Nc1ccc(-c2cn3ccsc3n2)cc1 | -18% | -5% | 77 | 4% | -18% | 6% | -9%
CC(=O)Nc1cccc(C(=O)OC(C(=O)c2ccc(C)c(C)c2)c2ccccc2)c1 (stereo not drawn) | -18% | 101%[activator] | -13 | 6% | 4% | ? | ?
Cc1nc(N(C)C)ncc1C(=O)O | 2% | 20% | -14 | -6% | -2% | 29% | -2%
Cc1nc2scc(-c3ccc(C(C)(C)C)cc3)c2c(=O)n1N | -3% | 8% | -78* | 5% | 2% | -11% | -2%
CN1CCN(S(=O)(=O)c2ccc(Sc3nnnn3-c3ccccc3)c([N+](=O)[O-])c2)CC1 | 3% | 9% | 12 | -3% | 2% | 13% | ?

Rows were taken by chance (roughly 7.5% active in at least one column).
